M1 ag: human M1 muscarinic receptor agonists, primary screen, Fluo-8 calcium fluorescence, CHO-K1 cells, HTS; Muscarinic acetylcholine receptor M1 (Homo sapiens), P11229; CHO-K1 hM1, agonist mode; 0% DMSO, 100% acetylcholine EC100; activation, % at 3 µM; actives 0.33% (n = 360,000); AID 588814, 2011;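 active = activation above the run's mean compound activation plus 3 SD, cut at about 16% in these data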;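 also: peak over basal fluorescence ratio within a 140 s kinetic read after compound addition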
Target sequence (P11229 whole entry, looked up): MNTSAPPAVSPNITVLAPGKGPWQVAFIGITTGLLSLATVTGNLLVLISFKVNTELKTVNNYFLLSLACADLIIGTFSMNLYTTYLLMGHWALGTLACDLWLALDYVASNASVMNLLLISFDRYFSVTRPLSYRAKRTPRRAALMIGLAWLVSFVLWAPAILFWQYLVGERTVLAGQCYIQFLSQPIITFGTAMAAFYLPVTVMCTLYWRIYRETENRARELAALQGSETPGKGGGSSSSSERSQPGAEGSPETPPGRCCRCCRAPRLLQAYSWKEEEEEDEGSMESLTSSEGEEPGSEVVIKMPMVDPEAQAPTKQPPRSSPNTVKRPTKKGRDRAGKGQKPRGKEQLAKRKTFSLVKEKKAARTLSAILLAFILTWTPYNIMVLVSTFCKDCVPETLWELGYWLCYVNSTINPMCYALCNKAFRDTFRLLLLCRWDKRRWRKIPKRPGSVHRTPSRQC
OXTR agonist: human OXTR agonists, primary screen, fluorescence, CHO-OTR cells, Fluo-8 calcium; activation, % at 3 µM; Oxytocin receptor (Homo sapiens), P30559; actives 0.32% (n = 320,000); Fluo-8 calcium fluorescence; normalized: DMSO 0%, oxytocin 100%;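 active = activation above the mean of all tested compounds plus 3 SD, cutoff set per screening run, cut at about 20% in these data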;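 also: peak over basal fluorescence ratio from a 100 s FLIPR kinetic read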
TAAR1 antagonist: human TAAR1 antagonists, primary screen, Fluo-8 calcium fluorescence, CHO RD-HGA16 cells | actives 1.5% (n = 360,000) | Trace amine-associated receptor 1 (Homo sapiens), Q96RJ0 | inhibition, % at 3 µM | antagonist;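 active = inhibition above a per-plate cutoff, the mean inhibition of test compounds on that plate plus 3 SD, cut at about 49% in these data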;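 also: 0% = DMSO plus EC80 beta-PEA response and 100% = DMSO alone without agonist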
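Test system: RD-HGA16 CHO cells with stable hTAAR1 and Gα16 / Probe or stimulus: EC80 β-phenethylamine stimulus / Times: seeding 17-24 h prior, 75-min 37 °C, 30-min RT dye loading / Detection: Fluo-8 calcium-sensitive fluorescence / Read-out basis: % inhibition scaled between DMSO and EC80 PEA controls / Repeats: singlicate, one well per test compound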
M1 PAM: human M1 muscarinic receptor positive allosteric modulators, primary screen, CHO-K1 cells, Fluo-8 calcium fluorescence, 1536-well; Muscarinic acetylcholine receptor M1 (Homo sapiens), P11229; CHO-K1 hM1, ACh EC20; 0% = ACh EC20, 100% = maximal ACh; activation, % at 3 µM; actives 0.088% (n = 360,000); AID 588819, 2011; in the data active = activation above about 19%, passing the limit was not always enough
V1R ag counter: agonists of human V1a receptor, primary screen, counter-screen for OXTR agonist project, fluorescence, CHO-V1R cells; actives 0.25% (n = 320,000); Vasopressin V1a receptor (Homo sapiens), P37288; AID 2797, 2010; activation, % at 3 µM; Fluo-8 calcium fluorescence, agonist mode; 0% DMSO, 100% 3 nM vasopressin;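 active = activation above the mean activation of all tested compounds plus 3 SD, per screening run, cut at about 20% in these data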;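 also: signal is peak over basal fluorescence ratio across a 100 second FLIPR read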
Target sequence (P37288 whole entry, looked up): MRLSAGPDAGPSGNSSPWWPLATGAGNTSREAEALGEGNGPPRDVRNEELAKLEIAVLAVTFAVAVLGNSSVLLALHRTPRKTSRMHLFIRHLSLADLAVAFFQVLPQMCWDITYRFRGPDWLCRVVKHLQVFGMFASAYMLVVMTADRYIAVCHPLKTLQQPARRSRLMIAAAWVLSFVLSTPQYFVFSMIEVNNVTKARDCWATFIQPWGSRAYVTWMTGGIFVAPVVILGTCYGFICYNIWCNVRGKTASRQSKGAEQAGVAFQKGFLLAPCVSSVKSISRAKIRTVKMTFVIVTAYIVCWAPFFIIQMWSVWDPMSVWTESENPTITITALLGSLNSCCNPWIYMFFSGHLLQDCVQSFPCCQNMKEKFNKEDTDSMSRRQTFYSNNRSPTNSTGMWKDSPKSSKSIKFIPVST
TAAR1 agonist: human TAAR1 agonists, primary screen, Fluo-8 calcium fluorescence, CHO RD-HGA16 cells; vehicle wells 0%, saturating PEA agonist 100%; actives 0.99% (n = 360,000); activation, % at 3 µM; Trace amine-associated receptor 1 (Homo sapiens), Q96RJ0;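 active = activation above the mean activation of all test compounds in the run plus 3 SD, cut at about 38% in these data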
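Assay system: CHO-derived RD-HGA16 cells with stable Gα16 and human TAAR1; timing: 17-24 h seeding, 75 min 37 °C dye, 30 min RT; read-out: % activation from peak over basal fluorescence ratio, DMSO-to-PEA scaled; measured by: kinetic Fluo-8 calcium fluorescence; benchmarks: low control DMSO, high control PEA (EC100); doses: 3 µM single concentration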
M1 antag: human M1 muscarinic receptor antagonists, primary screen, CHO-K1 cells, Fluo-8 calcium fluorescence, 1536-well | CHO-K1 hM1, ACh EC80 antagonist | inhibition, % at 3 µM | actives 1.3% (n = 360,000);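 active = percent inhibition above its own plate's cutoff, namely the mean of that plate's compound wells plus 3 SD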;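 also: peak over basal fluorescence ratio during 140 s after agonist addition; 0% = ACh EC80 plus DMSO and 100% = DMSO alone without agonist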
CHO parental Ca: ATP-evoked calcium signal inhibitors, parental CHO, primary screen, counter-screen for OX1R antagonist project, cell-based, fluorescence, Fluo-8 calcium dye. actives 0.63% (n = 330,000). inhibition, % at 5.6 µM. parental CHO-K1, ATP-induced calcium, Fluo-8 fluorescence;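 active = inhibition above that plate's mean sample inhibition plus 3 SD, cut at about 26% in these data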;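 also: 0% = ATP-challenged DMSO wells and 100% = DMSO wells without ATP; some compounds past the cut are filed as inactive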
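Test system: untransfected parental CHO cell line; also added: ATP stimulus; dosing: 5.6 µM, single dose; signal: calcium-sensitive Fluo-8 fluorescence; measure: percent inhibition of ATP-evoked calcium rise, normalized to controls; benchmarks: low control ATP plus DMSO, high control DMSO only; replication: one well per compound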
OXTR potentiate: human OXTR potentiators, primary screen, fluorescence, CHO-OTR cells, Fluo-8 calcium; Oxytocin receptor (Homo sapiens), P30559; actives 0.061% (n = 320,000); AID 2445, 2010; activation, % at 3 µM; Fluo-8 calcium fluorescence, potentiator mode; 0% = oxytocin EC15, 100% = EC100;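 active = activation above that plate's cutoff, the mean activation of tested compounds plus 3 SD, cut at about 6.6% in these data, passing the limit was not always enough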;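 also: 100% uses oxytocin at 75 nM as the full agonist control; some results filed as inactive read as strong as hits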
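Measured by – Fluo-8 calcium dye fluorescence · Test system – human OTR in CHO cells · Dosing – one concentration, 3.0 µM compound · Controls – EC15 oxytocin alone as 0%, 75 nM oxytocin as 100% · Evaluation – normalized max/min fluorescence ratio, % activation · Timing – 6 min pre-incubation, 100 s read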
* marks the source's active call; other numbers are inactive results; nt = not tested or not shown.

SMILES	M1 ag	OXTR agonist	TAAR1 antagonist	M1 PAM	V1R ag counter	TAAR1 agonist	M1 antag	CHO parental Ca	OXTR potentiate
O=C(NN1CCOCC1)c1cnn2c(C(F)F)cc(-c3ccccc3)nc12	-3	-1.3	1	3	-0.4	-1	4	-18	0
CC(OC(=O)Cn1cnc2c1c(=O)n(C)c(=O)n2C)C(=O)NC(C)c1ccc(Cl)cc1Cl (configuration not stated)	-4	-0.6	1	3	0.5	6	-4	-13	-13
CCn1c(CSCc2ccc(F)cc2)nnc1SCC(=O)N1CCN(c2ccccc2)CC1	-6	4.7	12	-8	5.5	16	6	-14	-25
COc1ccc(CN(C)CC(=O)Nc2cccc(S(=O)(=O)N3CCCC3)c2)cc1F	-7	-0.3	64*	-5	2.0	16	-2	-16	-6
O=C1CCCN2N=C(SCC(=O)N3N=C(c4ccc(Br)cc4)CC3c3ccc(F)cc3)SC2=N1 (configuration not stated)	-6	-1.6	5	2	0.9	0	8	-25	2
COc1cc(/C=C/C(=O)OCC(=O)NNC(=O)c2cc(Cl)ccc2OC)ccc1O	-3	1.5	20	9	2.3	1	-1	-11	0
CC(=O)c1cc(C(=O)N2CCc3c([nH]c4ccccc34)C2CC(C)C)[nH]n1 (configuration not stated)	-9	-1.4	4	-4	0.8	7	-1	-12	-1
O=C(O)CCc1ccc(S(=O)(=O)Nc2ccccc2C(=O)NCCc2ccccc2)cc1	-4	0.5	-8	1	0.5	16	1	-5	-1
COc1ccc(NC(=O)C2(C)Cc3c(-c4ccc(C(N)=O)cc4)ccnc3O2)cc1 (configuration not stated)	-1	nt	7	1	nt	1	-2	nt	nt
COc1ccc(N2CCC(CNC(=S)Nc3cc(C)ccc3C)C2)cc1 (configuration not stated)	-6	-0.9	-3	-2	-0.7	2	-9	-14	0
COc1ccc2nc(NS(=O)(=O)c3ccc(NC(C)=O)cc3)sc2c1	-1	-0.2	-2	4	0.0	8	-2	0	-2
Cc1cc(O)cc(O)c1-c1onc(C(F)(F)F)c1-c1cscn1	-4	1.5	-3	-2	1.9	-1	6	-8	-10

Some of these compounds in order of SMILES length, ascending:
SMILES	M1 ag	OXTR agonist	TAAR1 antagonist	M1 PAM	V1R ag counter	TAAR1 agonist	M1 antag	CHO parental Ca	OXTR potentiate
COc1ccc(N2CCC(CNC(=S)Nc3cc(C)ccc3C)C2)cc1 (configuration not stated)	-6	-0.9	-3	-2	-0.7	2	-9	-14	0
CCn1c(CSCc2ccc(F)cc2)nnc1SCC(=O)N1CCN(c2ccccc2)CC1	-6	4.7	12	-8	5.5	16	6	-14	-25
O=C1CCCN2N=C(SCC(=O)N3N=C(c4ccc(Br)cc4)CC3c3ccc(F)cc3)SC2=N1 (configuration not stated)	-6	-1.6	5	2	0.9	0	8	-25	2

(list continues)
SMILES	M1 ag	OXTR agonist	TAAR1 antagonist	M1 PAM	V1R ag counter	TAAR1 agonist	M1 antag	CHO parental Ca	OXTR potentiate
CCOc1cccc(/C=N/NC(=S)Nc2ccccc2[N+](=O)[O-])c1O	-6	0.1	14	0	0.5	5	-2	-16	-5
Cc1ccc(S(=O)(=O)NNC(=O)c2cc(C)c(C)cc2N)cc1	-7	nt	1	-2	nt	0	-8	nt	nt
O=C(O)CCCCCN=Cc1c(O)c2ccccc2oc1=O	-9	-0.3	0	13	-0.3	9	-9	-11	-1
COc1ccc(C2/C(=C(/O)c3ccc(Cl)cc3)C(=O)C(=O)N2CCN2CCOCC2)c(OC)c1 (configuration not stated)	-3	-0.1	-9	-1	0.2	18	3	-14	-4
COc1ccc(C(=O)NNC(=O)CCn2nnc(-c3ccc(Cl)cc3)n2)cc1OC	-2	-0.8	3	3	1.6	6	-8	-5	-5
COC(=O)CC(NS(=O)(=O)c1cccs1)c1ccc2c(c1)OCO2 (configuration not stated)	1	-1.2	-14	8	0.7	2	0	-8	-8
COc1ccc(-c2cc(-c3ccccc3O)[nH]n2)cc1OC	-3	3.2	2	-8	5.7	3	31*	-11	-12
O=C(NCc1csc(-c2cccs2)n1)C1CC1	3	0.1	-29	9	0.7	5	-11	-6	-4
Nc1ncnc2c1ncn2C1OC(COP(=O)(O)O)C(O)C1O (configuration not stated)	0	11	-8	2	14	1	-25	-3	-2
COc1ccc(NC(=O)[C@@]2(CC(=O)O)CC(/C=C/c3ccccc3)=NO2)cc1	-1	1.3	-6	8	-0.3	4	0	1	-8
S=c1nc(-c2ccccc2)n(CCCN2CCOCC2)c2c1CCCC2	-9	-0.5	2	-10	0.3	3	11	-13	-2
O=C(c1cnccn1)N(Cc1ccco1)C1(C(=O)NC2CCCCC2)CCCCC1	-1	-0.1	-3	15	-1.1	18	-15	-8	-11
OCCNc1ncnc2c1nnn2Cc1ccccc1Cl	4	nt	-11	19	nt	0	-21	nt	nt
Cc1ccc(C(C)C)cc1OCCOCCN1CCCC1	-3	1.5	-2	-5	0.6	12	-15	-6	-7
C[C@@H](C(=O)N[C@@H](Cc1c[nH]c2ccccc12)C(=O)O)n1nnc2ccccc2c1=O	-1	-0.4	-5	2	0.8	0	11	-12	3
C[C@H](CO)N1C[C@H](C)[C@@H](CN(C)Cc2ccccc2C(=O)O)OCc2cnnn2CCCC1=O	-1	nt	-13	-1	nt	0	4	nt	nt
CCOC(=O)C1CCN(c2ncnc3nc[nH]c23)CC1	0	-0.5	-14	10	-0.5	1	-16	-2	-1
C=CCNC(=O)c1c(CSc2ccc(Cl)cc2)noc1C(=O)NCCC	-9	-1.4	23	-14	0.0	8	15	-32	-2
N=c1c2c3c(sc2ncn1N)CCC3	-3	-2.3	-7	12	-0.2	0	-10	-7	-8
O=C(CC1CCCC1)Nc1ccc2c(c1)CCC2	-5	-1.9	-8	1	-0.8	7	-22	-9	-8
COc1ccc(/C=C/C(=O)OCC(=O)Nc2cc(C(F)(F)F)ccc2Cl)cc1	-2	-0.6	9	3	-0.5	5	-6	10	-8
c1cnc(N2CCN(Cc3ccc4c(c3)OCO4)CC2)cn1	-3	0.0	-15	6	0.2	3	-10	9	-14
COc1ccc(-c2csc(C(O)c3ccc(F)c(OC)c3)n2)cn1 (configuration not stated)	-1	nt	9	-9	nt	2	10	nt	nt
Cc1ccc(C)c(S(=O)(=O)N2CCCC2CNC(=O)C(=O)NCCN2CCOCC2)c1 (configuration not stated)	-4	0.8	5	11	-0.4	1	-12	-3	-8
COc1ccc(CNC(=O)C[C@@H]2C[C@H]3c4cc(NC(=O)C5CCC5)ccc4O[C@H]3[C@@H](CO)O2)cc1	-3	nt	-4	2	nt	3	-7	nt	nt
CCOc1ccc(OCc2ccc(C(=O)N3CCOCC3)cc2)cc1	-2	5.1	4	6	2.4	10	-3	-9	-6
COc1ccccc1S(=O)(=O)c1ccccc1[N+](=O)[O-]	-4	0.9	-17	4	1.3	0	3	-8	-1
CN1CN(C)C(c2ccncc2)=C1c1ccncc1	-2	-0.2	-13	0	0.1	4	-1	-11	-10
O=C(COc1ccccc1Cl)NC(=S)Nc1cccc(NC(=O)c2ccccc2Cl)c1	-3	1.8	19	-3	2.4	13	10	-8	-4
OCCN(Cc1ccccc1)c1ncnc2sccc12	0	7.3	3	11	6.7	3	-7	5	-12
S=C(NC1CCCCC1)NC1CC2CCC(C1)N2Cc1ccccc1 (configuration not stated)	-13	5.2	-18	-16	5.3	4	6	-12	-8
CC(Oc1ccccc1)C(=O)N1CCN(S(=O)(=O)c2ccc(OC(F)(F)F)cc2)CC1 (configuration not stated)	7	nt	1	7	nt	6	-10	nt	nt
CC(C)(C)c1nc2sc3c(c2c(=O)o1)CCCC3	-4	0.0	6	-1	0.2	9	2	-10	-8
COc1ccc(CNC(=S)NCc2ccc(OC)cc2)cc1	-5	-0.2	12	0	2.5	11	2	-15	-16
COc1ccc(-c2csc(C(O)c3ccc(F)cc3)n2)cn1 (configuration not stated)	-1	nt	-19	4	nt	2	-7	nt	nt
CCCc1cc(C(=O)N2CCCC(C(=O)c3ccc(Cl)cc3)C2)n(C)n1 (configuration not stated)	-4	3.8	9	-3	4.8	-1	-5	-14	-13
O=[N+]([O-])c1cccc(S(=O)(=O)Nc2ccc(-c3ccc(N4CCCC4)nn3)cc2)c1	-3	-2.2	-3	-1	0.1	-2	-7	-24	1
C=C(C)CNC(=S)N1CCN(C(c2ccccc2)c2ccccc2)CC1	-5	-1.4	-16	3	-1.0	4	-5	-15	1
O=C(NCc1ccncc1)C(=O)NCC1OCCN1S(=O)(=O)c1ccc(Br)cc1 (configuration not stated)	3	0.4	-25	16	-0.1	2	-9	-9	-8
COc1ccc(S(=O)(=O)Cc2ccc(C(=O)NC3CCC(C)CC3)o2)cc1 (configuration not stated)	-2	5.6	2	-5	6.8	2	6	-10	-6
COc1cc(C(=O)NC(=S)Nc2ccc([N+](=O)[O-])cc2C)cc(OC)c1OC	-6	-0.9	20	-6	-0.6	0	6	-14	-7
CC(C)N1C(=O)CCC1C(=O)NCc1ccco1 (configuration not stated)	-4	6.4	-13	12	0.4	1	-18	-6	-2
O=C(Nc1ccc(C(F)(F)F)cc1)c1ccccc1	-7	-1.7	63*	-3	-0.4	52*	4	20	-4
COCCN(CCOC)c1nc(-c2ccccc2)nc2ccccc12	-3	nt	56*	-4	nt	9	5	nt	nt
CCOC(=O)c1ccc(Nc2nnc3nc(C)cc(C)n23)cc1	-5	-1.0	5	-11	-0.2	1	9	-4	-12
CN(C)/C=C1/NC(=S)NC1=O	-2	1.8	-13	5	0.8	3	-5	-35	-8
CCOC(=O)c1[nH]c(C)c(/C(O)=C2\C(=O)C(=O)N(CCN(C)C)C2c2cccc(OC)c2OC)c1C (configuration not stated)	-4	-0.6	9	0	0.1	6	-6	8	-3
Oc1c(C(c2ccccc2)N2CCOCC2)ccc2ccccc12 (configuration not stated)	-3	nt	6	9	nt	-2	-15	nt	nt

High-throughput results: PubChem BioAssay, The Scripps Research Institute Molecular Screening Center
